Nrf2 block – Nrf2 pathway inhibition. Potency, µM (titrated, usually from 46 µM), without a hit: top-dose activity change, negative = inhibition, actives largely listed as inhibitors. 2.1% of 360,000 active. A549 ARE-Fluc reporter, luciferase luminescence, 18-24 h; also: potency is read from the fitted curve at half-maximal effect; % is scaled to controls: 0 for no effect and ±100 for the full control effect; nearly all actives have a fitted effect of over 60% in size
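Nrf2 activity is the BugLite luminescence, read 15 min after reagent at room temperature, following CellTiter-Fluor cytotoxicity readout (30 min, 37C). Compound titrations were applied for 18-24 h to 5000 A549 ARE_Fluc cells/well in 5% FBS OPTI-MEM.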
A549 tox – counter-screen for Nrf2 inhibitors: cytotoxicity in A549 cells | A549 ARE-Fluc cells, CellTiter-Fluor viability, 18-24 h | Potency, µM (titrated, usually from 46 µM), without a hit: at the highest dose activity change, negative = cytotoxicity, most hits filed as inhibitors | 0.16% of 390,000 active; also: potency is read from the fitted curve at half-maximal effect; % is scaled to controls: 0 for no effect and ±100 for the full control effect
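A549 ARE_Fluc cells in 5% FBS OPTI-MEM were exposed to compounds in concentration-response for 18-24 h at 37 deg C. Viability was read by CellTiter-Fluor fluorescence (Ex 405/Em 525) after 30 min, before the luciferase read.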
S2 tox – viability counter-screen for ATXN expression inhibitors; S2 cells (HEK-293 line with an ATXN2-luciferase reporter) viability, CellTiter-Fluor protease fluorescence, 24 h; Potency, µM (highest dose often 56.7 µM), usual class: cytotoxic; 0.49% of 400,000 active; AID 651635; also: potency is read from the fitted curve at half-maximal effect; nearly all actives have a fitted effect of over 40% in size
ATXN2 expr inh – ATXN2 expression inhibition. HEK-293 ATXN2-luciferase reporter, luminescence, 24 h. Potency, µM (highest dose often 57 µM), for the others: top-dose activity change, negative = inhibition, usual class: inhibitors. 0.72% of 360,000 active. AID 1745845; also: potency is read from the fitted curve at half-maximal effect; % is scaled to controls: 0 for no effect and ±100 for the full control effect; nearly all actives have a fitted effect of over 55% in size
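ATXN2-luciferase reporter cells (luciferase flanked by upstream and downstream ATXN2 gene portions) were treated 24 h at 37 °C with compounds at up to 57 uM. SteadyGlo luminescence gave expression; GF-AFC fluorescence gave viability.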
HepG2 tox – HepG2 cytotoxicity, counter-screen for TGF-b inhibitors; HepG2 CAGA-GFP viability, ATP luminescence, 18 h; Potency, µM (highest dose often 46.1 µM), without a hit: top-dose activity change, negative = cytotoxicity, actives largely listed as cytotoxic; 0.76% of 410,000 active; AID 588856; also: potency is read from the fitted curve at half-maximal effect; some results filed as inactive show a strong effect at the top dose
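HepG2 CAGA-GFP cells (1000/well, DMEM with 1% FBS) received compound, then TGF-beta at 500 pg/mL final, and were incubated 18 hours at 37 degrees C. Viability was read by CellTiter-Glo luminescence. Media-only wells were set as complete cell-killing and DMSO as no toxicity.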
EPAC2 agonist – activates human EPAC2 exchange factor. Q8WZA2. EPAC2 activation, biochemical qHTS; response scale: 100% = 6.5 mM cAMP response. Potency, µM (titrated, usually from 154 µM), for inactives: top-dose activation, actives largely listed as activators. 0.079% of 360,000 active. AID 720711; also: potency is read from the fitted curve at half-maximal effect; nearly all actives have a fitted effect of over 50% in size
Target sequence (Q8WZA2 whole entry, looked up): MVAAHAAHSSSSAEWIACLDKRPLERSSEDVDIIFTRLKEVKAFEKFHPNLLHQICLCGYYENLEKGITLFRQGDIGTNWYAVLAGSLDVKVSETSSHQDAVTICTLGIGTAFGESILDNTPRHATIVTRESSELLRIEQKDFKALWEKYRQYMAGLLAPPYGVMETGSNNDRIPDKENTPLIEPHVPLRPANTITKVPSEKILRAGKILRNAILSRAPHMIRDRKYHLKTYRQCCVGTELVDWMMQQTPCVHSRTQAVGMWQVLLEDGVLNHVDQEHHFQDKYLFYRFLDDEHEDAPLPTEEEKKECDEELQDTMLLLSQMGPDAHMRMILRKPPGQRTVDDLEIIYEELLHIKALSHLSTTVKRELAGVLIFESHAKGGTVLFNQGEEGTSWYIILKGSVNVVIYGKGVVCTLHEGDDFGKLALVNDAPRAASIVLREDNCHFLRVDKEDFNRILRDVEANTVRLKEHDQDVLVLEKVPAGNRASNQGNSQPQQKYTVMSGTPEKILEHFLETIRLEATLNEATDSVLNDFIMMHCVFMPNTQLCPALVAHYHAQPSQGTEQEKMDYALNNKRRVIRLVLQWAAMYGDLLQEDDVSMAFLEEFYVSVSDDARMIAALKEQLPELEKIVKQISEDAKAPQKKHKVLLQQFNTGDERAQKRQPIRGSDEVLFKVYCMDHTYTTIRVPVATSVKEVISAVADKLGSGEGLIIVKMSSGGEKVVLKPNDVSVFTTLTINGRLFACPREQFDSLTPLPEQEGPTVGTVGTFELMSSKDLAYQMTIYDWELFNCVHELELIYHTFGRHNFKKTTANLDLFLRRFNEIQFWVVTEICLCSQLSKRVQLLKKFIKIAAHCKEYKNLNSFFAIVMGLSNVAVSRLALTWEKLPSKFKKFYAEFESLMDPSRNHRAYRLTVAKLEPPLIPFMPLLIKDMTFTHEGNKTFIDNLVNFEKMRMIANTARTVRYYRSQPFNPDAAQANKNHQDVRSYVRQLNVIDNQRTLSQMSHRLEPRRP
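Compounds were added across a concentration range to EPAC2 (100 nM), RAP1B-BODIPY-GDP (250 nM) and GDP (50 uM). After 5 min at room temperature, fluorescence was recorded at 5-min intervals for 30 min.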
TGFb inhibitor – blocks TGF-b signaling. HepG2 CAGA-GFP TGF-b/SMAD3 reporter, GFP fluorescence, 18 h; TGF-beta stimulated, 500 pg/mL final. Potency, µM (doses to about 46.1 µM), for the others: at the top dose activity, negative = inhibition, hits mostly inhibitors. 1.2% of 410,000 active; also: potency is read from the fitted curve at half-maximal effect; % is scaled to controls: 0 for no effect and ±100 for the full control effect; nearly all actives have a fitted effect of over 65% in size
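Per well, imaged GFP fluorescence of HEPG2 CAGA-GFP cells gives the signal; cells get compound, then TGF-beta (500 pg/mL final), 18 h at 37 degrees C; %Activity versus -TGF-beta and +DMSO controls.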
IL2 activator – IL-2 activation; IL-2 activation reporter assay, cell-based qHTS; stimulated with anti-CD3/CD4/CD28 beads; in transgenic mouse T cells; activation, % (series mostly up to about 46 µM); 0.065% of 360,000 active; in the data active = activation above about 50%; inconclusive = mostly about 30% to 49%; also: 0% is about no effect
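Screening format: compound pinned onto unstimulated transgenic mouse T cells, 60 min incubation, then anti-CD3/anti-CD4/anti-CD28 bead stimulation for 18 hours at 37 degrees C, followed by EGFP and DsRed detection.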
Nrf2 ARE act – activators of Nrf2 (ARE) signaling; AREc32 ARE-luciferase reporter (MCF7-derived line), luminescence, 24 h; Potency, µM (series often up to 46.1 µM), without a hit: top-dose activation, most hits filed as activators; 0.31% of 410,000 active; AID 624171; also: potency is read from the fitted curve at half-maximal effect; % of control where 0% means no effect; nearly all actives have a fitted effect of over 65% in size
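Quantitative high-throughput format: AREc32 reporter cells, 1000 per well, received compound by pin transfer and were incubated 24 hr at 37 deg C, 5% CO2, before Steady-Glo luminescence detection.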
Active calls of the source: *; i = inactive; u = inconclusive; x = no result given; & = joins results of further samples; [ ] = dose if it differs, or a comment. Unless noted, calls follow the shape of the dose curve; as a rule, active = well fitted curve in the direction sought with a large enough effect; inconclusive = small, poorly fitted or top-dose-only effect, or another doubt; inactive = no such curve, though single readings can be large; an effect the other way counts as inactive or inconclusive.

SMILES	Nrf2 block	A549 tox	S2 tox	ATXN2 expr inh	HepG2 tox	EPAC2 agonist	TGFb inhibitor	IL2 activator	Nrf2 ARE act
COc1ccc(C(=O)c2ccc(OC)c(OC)c2)cc1	19%	1%[1.84 µM]	i	4%	-2%	5%	-16%	-3.7	0.8%
Cc1ccc(S(=O)(=O)c2ccsc2NC(=O)c2ccccc2)cc1	13%	-5%	i	12%	13%	-5%	4%	-2.3	-0.8%
Cc1nnc2ccc(-c3cccc(NC(=O)c4ccc(Br)o4)c3)nn12	-10%	0%	i	-4%	-35%	15%	3%	0.9	13%
CCC/C(C(=O)NCCO)=C1/c2ccccc2C(=O)N1c1ccccc1	6%	-4%	i	3%	6%	1%	7%	-1.2	-1.0%
COCCN(C(=O)c1ccco1)c1nc(-c2ccc(OC)cc2)cs1	x	x	u	x	-4%	8%	9%	-3.0	8.7%
CN(CC(=O)Nc1ccc(F)cc1[N+](=O)[O-])C1CCS(=O)(=O)C1 (stereo not given)	-6%	-1%	u	-4%	4%	-4%	16%	0.2	-0.8%
C[C@@H](CO)NC(=O)c1ccc2c3n(nc2c1)-c1ccccc1CO3	u	2%	i	u	-43%	6%	7%	-0.2	-4.4%
CCc1ccc(-c2cc(C)no2)cc1S(=O)(=O)NC(C)Cc1ccco1 (stereo not given)	11%	-6%	i	-5%	-1%	4%	1%	-2.4	5.9%
NS(=O)(=O)c1cccc(NC(=O)COC(=O)Cn2cnc3ccccc32)c1	0%	3%	i	8%	1%	-1%	4%	-2.4	-0.1%
Cc1ccc(NC(=O)CN(C)CC(=O)NC2CCCc3ccccc32)cc1 (stereo not given)	u	1%	i	-17%	30%	5%	0%	0.3	-1.0%
COC(=O)c1ccc(CN2C(=O)C3CCCCC3C2=O)o1 (stereo not given)	10%	5%	i	-8%	-1%	4%	2%	-0.1	0.3%
O=C(COc1ccccc1C(=O)O)Nc1ccc(SC(F)F)cc1	15%	0%	i	5%	-1%	-1%	-3%	1.1	-0.3%
CC1CN(CCCCOc2ccc(Cl)c3ccccc23)CC(C)O1 (stereo not given)	-10%	3%	i	-33%	-59%	1%	16µM*	-1.6	4.1%
COc1ccc(CN2CCC3CC2c2cc(-c4cccc(C)c4)ccc23)cc1 (stereo not given)	-1%	-2%	u	u	-33%	24%	4%	-0.1	-0.9%
C/C=C/c1ccc(OCC(=O)OCC2=C(C(=O)OCC)C(C)NC(=O)N2)c(OC)c1 (stereo not given)	u	-5%	i	5%	3%	0%	-1%	-0.7	0.0%
CC/C=C/[C@@H](c1ccccc1)[C@H](C)C(O)CC(=O)SC(C)(C)C (stereo not given in full)	-14%	13%	x	x	-33%	x	u	x	x
Cn1cncc1C#Cc1c(C=O)n(C)c2ccccc12	-4%	11%	i	-10%	-28%	10%	u	-0.3	6.6%
COc1ccc(NC(=O)CN2C(=O)COc3ccc(S(=O)(=O)N4CCOCC4)cc32)c(OC)c1	4%	1%	u	x	0%	10%	-2%	-0.1	0.1%
O=C(c1ccco1)c1cc2c(ccc3ccccc32)oc1=O	-2%	-6%	i	25%	7%	1%	-3%	-1.6	u
Cc1ccc(-n2nnnc2-c2ccccc2)cc1	1%	6%	i	3%	2%	12%	-12%	0.5	-0.5%
CC/C(=N/N=C(/CC)c1ccc(O)cc1)c1ccc(O)cc1	21%	8%	i	x	4%	7%	8%	-0.5	3.7%
CC1CC(C)(C)NC(=S)O1 (stereo not given)	5%&9%	10%&0%	i	-19%	-4%&-11%	3%&4%	-4%&-5%	1.1&1.3	0.2%&-0.2%
NC(=O)CC(NC(=O)Cc1ccc(Br)cc1)c1ccc(N2CCN(c3ccccc3)CC2)c([N+](=O)[O-])c1 (stereo not given)	u	-14%	u	u	-56%	0%	u	-0.1	0.4%
COc1ccc(CC(=O)N2CCOCC2)cc1	1%	2%	i	1%	-2%	8%	5%	0.6	-0.3%
CCC(Cc1ccccc1)NC(=O)Cn1ncc2c3ccccc3n(Cc3ccccc3)c2c1=O (stereo not given)	u	-10%	u	0%	0%	x	-12%	x	-0.4%

Some of the entries so far, with two lines to a compound.
Each structure is followed by: Nrf2 block | A549 tox | S2 tox | ATXN2 expr inh | HepG2 tox | EPAC2 agonist | TGFb inhibitor | IL2 activator | Nrf2 ARE act
- Cc1ccc(-n2nnnc2-c2ccccc2)cc1
 : 1% | 6% | i | 3% | 2% | 12% | -12% | 0.5 | -0.5%
- Cc1ccc(NC(=O)CN(C)CC(=O)NC2CCCc3ccccc32)cc1 (stereo not given)
 : u | 1% | i | -17% | 30% | 5% | 0% | 0.3 | -1.0%
- COc1ccc(NC(=O)CN2C(=O)COc3ccc(S(=O)(=O)N4CCOCC4)cc32)c(OC)c1
 : 4% | 1% | u | x | 0% | 10% | -2% | -0.1 | 0.1%
- CC1CN(CCCCOc2ccc(Cl)c3ccccc23)CC(C)O1 (stereo not given)
 : -10% | 3% | i | -33% | -59% | 1% | 16µM* | -1.6 | 4.1%

Additional compounds:
SMILES	Nrf2 block	A549 tox	S2 tox	ATXN2 expr inh	HepG2 tox	EPAC2 agonist	TGFb inhibitor	IL2 activator	Nrf2 ARE act
COC(=O)c1ccc2nc(C(F)(F)F)[nH]c2c1	u	-2%	i	-2%	-11%	0%	-5%	-0.3	-0.3%
CCC(C(=O)NCCc1ccc(OC)c(OC)c1)n1nc(C)n2c(cc3occc32)c1=O (stereo not given)	7%	-5%	u	-8%	3%	4%	-1%	-0.2	-0.2%
Cc1sc2c(c1C)C(=O)/C(=C\Nc1ccccn1)S(=O)(=O)N2C	8%	0%	x	-18%	3%	5%	4%	-0.1	0.3%
COc1cc(OC)c(NC(=O)c2nc(-c3ccncc3)no2)cc1Cl	u	5%	x	x	-4%	x	1%	x	0.2%
COc1cc(NC(=O)COC(=O)CNC(=O)c2cc(C)cc(C)c2)c(C)cc1[N+](=O)[O-]	1%	-6%	i	1%	-20%	2%	-1%	-1.6	-0.3%
O=C(NNC(=O)c1ccc(Cl)c(S(=O)(=O)Nc2ccc(Cl)cc2)c1)c1ccc(=O)[nH]c1	5%	-3%	i	6%	6%	2%	-6%	0.6	-0.5%
COc1ccc(C(=O)NC(=S)N2CCN(c3ccccc3OC)CC2)cc1OC	-6%	-8%	i	1%	-1%	-2%	-24%	-3.3	0.4%
CCCc1cc(=O)oc2cc(C)cc(OCC(=O)NC3CCN(Cc4ccccc4)CC3)c12	2%	11%	i	x	-22%	4%	-1%	u	-0.4%
COCCNC(=O)CCN1N=C(c2ccccc2)CCC1=O	-7%	4%	i	-17%	0%	8%	-7%	0.3	0.2%
Cc1c(CNCc2ccc(Cl)cc2)c(C(=O)O)c(C)n1Cc1ccc(F)cc1	-2%	0%	i	-3%	-24%	x	-4%	x	5.3%
O=C(NC1CCCCC1)C(c1ccccn1)N(C(=O)c1csnn1)c1ccccc1F (stereo not given)	5%	-1%	i	10%	6%	5%	15%	-0.3	-0.5%
CC(C)(C)c1ccc(C(=O)N2CCC2(C)C(=O)Nc2ccc3nc[nH]c3c2)cc1 (stereo not given)	x	x	i	-8%	-22%	10%	-2%	-0.7	2.6%
Cc1ccccc1NC(=O)C1Cc2ccccc2CN1C(=O)OCc1ccccc1 (stereo not given)	10%	-15%	i	0%	9%	19%	0%	-0.6	0.1%
COc1ccc(C)cc1NC(=O)c1cc2c(s1)-c1ccccc1SC2	23%	1%	x	x	-9%	x	x	x	4.1%
Cc1ccc(Cl)cc1NC(=O)c1cc2ccccc2cc1O	u	u	i	x	-76%	1%	3.5µM*	0.4	16%
Cc1ccc(NC(=O)COC(=O)CN2C(=O)C3CCCCC3C2=O)cc1C (stereo not given)	9%	-5%	i	x	1%	2%	10%	0.5	-0.3%
Cc1cc(NC(=O)C2CCCCC2)nc2c1c(=O)oc1ccccc12	u	7%	i	-7%	-26%	9%	-20%	-4.7	u

A different layout for part of the listing above.
Results follow in this order: Nrf2 block, A549 tox, S2 tox, ATXN2 expr inh, HepG2 tox, EPAC2 agonist, TGFb inhibitor, IL2 activator, Nrf2 ARE act
- Cc1sc2c(c1C)C(=O)/C(=C\Nc1ccccn1)S(=O)(=O)N2C
→ 8%, 0%, x, -18%, 3%, 5%, 4%, -0.1, 0.3%
- COc1cc(OC)c(NC(=O)c2nc(-c3ccncc3)no2)cc1Cl
→ u, 5%, x, x, -4%, x, 1%, x, 0.2%
- COc1cc(NC(=O)COC(=O)CNC(=O)c2cc(C)cc(C)c2)c(C)cc1[N+](=O)[O-]
→ 1%, -6%, i, 1%, -20%, 2%, -1%, -1.6, -0.3%
- O=C(NNC(=O)c1ccc(Cl)c(S(=O)(=O)Nc2ccc(Cl)cc2)c1)c1ccc(=O)[nH]c1
→ 5%, -3%, i, 6%, 6%, 2%, -6%, 0.6, -0.5%

Source: PubChem (National Center for Advancing Translational Sciences (NCATS))
